ALOX12 inhib: 12-hLO (ALOX12) enzyme inhibition | Potency, µM (series often up to 57.1 µM), for inactives: top-dose activity change, negative = inhibition, usual class: inhibitors | purified 12-hLO, xylenol orange hydroperoxide absorbance | P18054 | 0.12% of 150,000 active; note: potency is the fitted concentration of half-maximal effect; nearly all actives have a fitted effect of over 55% in size; many of its hits are not listed in these tables
Target sequence (P18054 whole entry, looked up): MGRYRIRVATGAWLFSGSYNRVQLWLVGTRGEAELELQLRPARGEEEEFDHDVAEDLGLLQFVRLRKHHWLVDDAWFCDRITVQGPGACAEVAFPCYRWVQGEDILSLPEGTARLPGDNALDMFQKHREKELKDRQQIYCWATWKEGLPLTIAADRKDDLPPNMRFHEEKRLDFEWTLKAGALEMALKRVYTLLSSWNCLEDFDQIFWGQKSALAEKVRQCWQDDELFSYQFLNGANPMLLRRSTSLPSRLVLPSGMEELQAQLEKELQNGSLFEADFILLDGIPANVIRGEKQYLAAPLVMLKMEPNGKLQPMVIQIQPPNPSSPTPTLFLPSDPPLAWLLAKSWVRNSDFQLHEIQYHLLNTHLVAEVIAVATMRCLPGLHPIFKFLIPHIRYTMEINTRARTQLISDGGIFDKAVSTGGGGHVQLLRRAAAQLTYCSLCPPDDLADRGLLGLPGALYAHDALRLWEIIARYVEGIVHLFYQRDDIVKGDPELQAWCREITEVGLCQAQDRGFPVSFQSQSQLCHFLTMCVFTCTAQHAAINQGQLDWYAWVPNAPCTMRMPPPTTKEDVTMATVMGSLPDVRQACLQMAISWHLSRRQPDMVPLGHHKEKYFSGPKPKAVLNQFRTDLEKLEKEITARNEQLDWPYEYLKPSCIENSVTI
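Purified human 12hLO (150 nM), preincubated 15 min with compound, then 40 uM arachidonic acid for 30 min, room temperature, Hepes pH 7.0 with 0.01% Triton X-100. Hydroperoxide detected by ferrous iron/xylenol orange; 573/405 nm absorbance ratio gives reaction progress.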
ALOX15B inhib: inhibitors of human 15-lipoxygenase 2 (ALOX15B); 0.56% of 110,000 active; Potency, µM (doses to about 57.1 µM), for the others: at the highest dose activity change, negative = inhibition, most hits filed as inhibitors; purified 15hLO-2, xylenol orange hydroperoxide absorbance; AID 881; O15296; note: potency is the fitted concentration of half-maximal effect; nearly all actives have a fitted effect of over 60% in size; many of its hits are not listed in these tables
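Purified human 15hLO-2 (50 nM final) preincubated with compounds 15 min at room temperature in 25 mM Hepes pH 7.5, 0.01% Triton X-100, then 45 uM arachidonic acid added for 90 min; hydroperoxide detected via ferrous/xylenol orange, 573/405 nm absorbance ratio.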
IMPase cell inh: IMPase inhibition in cells; inhibition (IP1 accumulation), % at 46.1 µM; 120,000 tested, under 10 active; P97697; CHO-M1 cells, IP1 accumulation, HTRF TR-FRET ratio; active = well fitted curve in the direction sought with a large enough effect in the signal ratio, not every such curve was filed as active; inconclusive = small, poorly fitted or top-dose-only effect, or a change in a side signal; inactive = no such curve, though single readings can be large or run the other way; the % refers to the signal ratio;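 note: cells stimulated with carbachol in lithium chloride buffer; plate controls were DMSO basal wells for no effect and reference inhibitor wells for full effect; higher means more IMPase inhibition seen as more IP1 and lower FRET ratio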
Target sequence (P97697 whole entry, looked up): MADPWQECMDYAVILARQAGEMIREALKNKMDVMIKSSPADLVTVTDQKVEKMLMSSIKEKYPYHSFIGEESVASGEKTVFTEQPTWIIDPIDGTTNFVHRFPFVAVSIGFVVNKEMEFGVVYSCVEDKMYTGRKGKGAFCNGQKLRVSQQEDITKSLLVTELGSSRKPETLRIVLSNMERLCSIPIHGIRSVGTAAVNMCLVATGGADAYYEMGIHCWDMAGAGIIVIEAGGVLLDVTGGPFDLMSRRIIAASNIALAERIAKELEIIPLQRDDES
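Elevated IP1 in lysates lowers TR-FRET signal (665/620 ratio and 620 channel reported). Cells were CHO-M1, given carbachol (50 uM as added) plus 50mM LiCl, pH 7.4, 30 min, 37C; compounds titrated up to 46 uM; AC50 by Hill equation.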
PNC assembly inh: blocks assembly of the perinucleolar compartment; PC3M PTB-GFP, PNC prevalence imaging, 16 h; stronger effect = lower value; AID 2417; activity change (PNC), negative = inhibition, % at 10 µM; 3.1% of 140,000 active;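 active = readout at or below -70, meaning at least 70% loss of cells showing the perinucleolar compartment, a nuclear body marking cancer cells; inconclusive = readout between -30 and a set limit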;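 note: plate controls were DMSO wells for no effect and camptothecin positive control wells for full effect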
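Read-out is percentage of cells bearing a perinucleolar compartment, from automated 20x imaging of fixed, Hoechst-stained PC3M PTB-GFP cells. Cells were seeded 4 h, then exposed 16 h to compound (23 nl of library stock) in duplicate plates.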
Starred values were filed as active, the others as inactive; ? = inconclusive; . = not tested or not shown; [ ] = another dose, or the depositor's remark. Unless noted, calls come from the whole dose curve; as a rule, active = well fitted curve in the direction sought with a large enough effect; inconclusive = small, poorly fitted or top-dose-only effect, or another doubt; inactive = no such curve, though single readings can be large; an effect the other way counts as inactive or inconclusive. Unless noted, % is set by controls: 0 for no effect and ±100 for the full control effect.

# | mol | ALOX12 inhib | ALOX15B inhib | IMPase cell inh | PNC assembly inh
1 | CCOc1ccc(N2C(=O)CC(N3CCc4ccccc43)C2=O)cc1 (configuration not stated) | 7% | -10% | 9 | 13
2 | Cc1ccc2c(c1)N(CC(=O)N(Cc1ccc3c(c1)OCO3)CC1CCCO1)C(=O)C(C)O2 (configuration not stated) | -5% | -4% | -6 | 16
3 | Cc1nc(SCC(=O)N2CCC(C(N)=O)CC2)n[nH]1 | -1% | 0% | 5 | ?
4 | O=C(CSc1nc2ccccc2s1)Nc1ncccn1 | -5% | -15% | 6 | -2
5 | CCC1=C2CC[C@H]3C(=O)N(c4ccccc4)C(=O)[C@H]3[C@H]2[C@@]2(Cc3ccccc3)C(=NCCc3c[nH]c4ccccc34)OC(=O)N2C1=O | -3% | -6% | . | .
6 | CCOc1ccccc1NC1c2ccccc2C(=O)N1c1ccc(C)cn1 (configuration not stated) | -5% | 2% | 9 | 13
7 | Cc1ccc(NC(=O)C(=O)NC(C)C2COc3ccccc3O2)cc1 (configuration not stated) | 2% | 0% | -1 | -10
8 | COc1cc(C(=O)N2CCC(NC(=O)C(Cc3ccc(C)cc3)NC(C)=O)CC2)cc(OC)c1OC (configuration not stated) | 0% | 0% | 20 | ?
9 | CC(=O)N1N=C(c2cccc([N+](=O)[O-])c2)OC1(C)CC(=O)Nc1ccccc1 (configuration not stated) | 0% | . | 30 | ?
10 | O=C1Nc2c(Br)cc(Br)cc2C1(O)N1CCOCC1 (configuration not stated) | 0% | -11% | -3 | 67
11 | N#CCCN(C(=O)COC(=O)c1ccc(S(=O)(=O)Nc2ccccc2)cc1)c1ccccc1 | 2% | . | . | -11
12 | CC1Cc2nc(SCC(=O)NCC3CCCO3)n(Cc3ccccc3)c(=O)c2S1 (configuration not stated) | -5% | . | 7 | 45
13 | O=C(OC(C(=O)NC1CCCCC1)c1ccccc1)c1ccco1 (configuration not stated) | 16% | . | 2 | ?
14 | O=C1c2ccccc2S(=O)(=O)N1Cc1cc(=O)n2ccsc2n1 | -2% | 10% | 2 | -23
15 | O=C1CC(/C=C/c2ccccc2)(C(=O)NC2CCCC2)N1c1ccc(S(=O)(=O)N2CCCC2)cc1 (configuration not stated) | 1% | . | 4 | ?
16 | CC(C)CC(=O)N1CCN(c2ccc([N+](=O)[O-])cc2Cl)CC1 | 3% | . | . | 24
17 | COc1ccc(Br)cc1-c1noc(-c2ccccc2F)n1 | -5% | -4% | 1 | ?
18 | O=C(NCc1ccco1)c1ccc(N2CCCCC2)c([N+](=O)[O-])c1 | -2% | . | . | ?
19 | CC(C)c1nc2sc3c(NCc4ccccc4)ncnc3c2c2c1COC(C)(C)C2 | -2% | 2% | 0 | 8
20 | COc1ccc(CN(CC(=O)NCC2CCCO2)C(=O)CCC(=O)Nc2cc(C)on2)cc1 (configuration not stated) | 3% | . | -5 | ?
21 | CNC(=O)c1sc(-c2ccc(Cl)cc2)nc1C | -3% | -3% | -16 | -90*
22 | CCCCc1ccc(S(=O)(=O)Nc2cc(C)on2)cc1 | 2% | -2% | 8 | -11
23 | Cc1ccc2n(n1)c(=O)c(Cc1ccccc1)c([O-])[n+]2-c1ccccc1 | -6% | . | . | -14
24 | CCCC(=O)NCCc1nc2ccccc2n1CC(=O)c1ccccc1 | -1% | . | 4 | ?
25 | O=C(Cc1ccc(S(=O)(=O)N2CCCCC2)s1)Nc1cccc2ccccc12 | 1% | . | . | 34
26 | COc1ccccc1-c1csc(Cc2nnc3n2CCCCC3)n1 | 5% | 7% | 0 | 45
27 | C=CCNC(=S)N1CCN(c2cccc(C(F)(F)F)c2)CC1 | -1% | . | . | -113*
28 | NC(=O)c1ccccc1NC(=O)/C=C/C(=O)O | 3% | 8% | 2 | 35
29 | O=C1c2[nH]nc(-c3ccccc3O)c2C(c2ccc(F)cc2)N1CC1CCCO1 (configuration not stated) | -3% | -8% | 6 | -19
30 | OCCCNCc1cccc2ccccc12 | -2% | 3% | 9 | -24
31 | O=C(Nc1c(Cl)cccc1Cl)c1cc(=O)n(Cc2ccccc2)c(=O)[nH]1 | 0% | 1% | -3 | -16
32 | O=C(c1ccc(C(=O)N2CCCc3ccccc32)s1)N1CCCc2ccccc21 | -2% | -2% | 2 | -12
33 | O=C(CCn1c(=O)c2ccccc2n(CC(=O)NC2CCCC2)c1=O)NCCc1ccc(Cl)cc1 | 3% | ? | 5 | ?
34 | Cc1ccccc1-c1ccc(C(=O)NCc2ccccc2)o1 | -5% | . | . | -14
35 | Cc1cccc(-c2nc(CS(=O)CC(=O)NCC3CCCO3)c(C)o2)c1 (configuration not stated) | 2% | . | 0 | -30
36 | Cc1cccc(NS(=O)(=O)c2ccc3c(c2)OCCO3)c1 | 0% | -7% | 2 | ?
37 | C(=N\n1cnnc1)/c1ccc2c(c1)OCCO2 | -1% | -1% | 5 | 3
38 | CC(=O)c1cccc(NC(=O)CCS(=O)(=O)c2cccc3nonc23)c1 | -3% | -3% | 11 | 32
39 | OCCOCCNc1ncnc2nc[nH]c12 | -2% | 0% | -1 | -3
40 | CN(Cc1ccncc1)C1CC(=O)N(c2ccc(Cl)cc2)C1=O (configuration not stated) | -1% | -8% | -2 | -28
41 | COc1ccc(-c2n[nH]c(=S)n2CC(C)C)cc1 | 2% | -5% | -8 | -29
42 | COc1ccc(-c2cc(C(=O)Nc3sc4c(c3C#N)CCCC4)c3ccccc3n2)cc1 | 4% | . | . | ?
43 | CCOC(=O)c1sc2ccccc2c1OC(=O)c1ccc(C)cc1 | 2% | . | -8 | ?
44 | Cc1cc(C)c(OCC(=O)Nc2ccc3c(c2)OCO3)cc1C | -10% | -2% | -7 | ?
45 | CC(C(=O)Nc1cc([N+](=O)[O-])ccc1Cl)N1CCN(c2ccccc2O)CC1 (configuration not stated) | -2% | . | -3 | -29
46 | COc1ccc(N(CC(=O)N2CCc3ccccc3C2)S(=O)(=O)c2c(C)[nH]c(=O)[nH]c2=O)cc1 | 2% | 2% | -1 | 50
47 | Cc1ccc(C(=O)c2c[nH]cc2-c2ccccc2)cc1 | -10% | . | ? | 19
48 | CSCCOC(=O)c1[nH]c2c(c1C)C(=O)CC(c1ccco1)C2 (configuration not stated) | -2% | -11% | -5 | -90*
49 | c1ccc(B2OC[C@@H]3OB(c4ccccc4)O[C@H]([C@@H]4COB(c5ccccc5)O4)[C@@H]3O2)cc1 | 3%[11.4 µM] | 3%[11.4 µM] | . | .
50 | Cc1noc(C)c1S(=O)(=O)N1CCCC(C(=O)NCc2ccccn2)C1 (configuration not stated) | -1% | -2% | -1 | 23

The list goes on.
# | mol | ALOX12 inhib | ALOX15B inhib | IMPase cell inh | PNC assembly inh
51 | CCOc1ccc(C(=O)NCC(=O)OCC(=O)Nc2ccccc2OCC)cc1 | -1% | -1% | -3 | -6
52 | COc1cccc2c1CCC(NC(C)=O)C2=O (configuration not stated) | -1% | . | . | 34
53 | O=C(CN(C(=O)CNS(=O)(=O)c1ccccc1)C1CCCC1)NCC1CCCO1 (configuration not stated) | 3% | -5% | 1 | -21
54 | Cc1nc2c(cnn2-c2ccc(Cl)cc2)c(=O)n1-c1ccc(N2CCC(C)CC2)cc1 | 0% | 2% | 0 | -19
55 | O=[N+]([O-])c1ccc(N2CCN(S(=O)(=O)c3ccc(Cl)c(Cl)c3)CC2)cc1NCCN1CCOCC1 | 1% | . | . | 2
56 | c1csc(CNc2nc3ccccc3n2CCN2CCOCC2)c1 | 3% | 5% | 0 | 14
57 | O=[N+]([O-])c1ccc(N=NN(CCO)CCO)cc1 | -9% | . | . | -11
58 | CC1CCCN(Cc2nc3c(c(=O)n(C)c(=O)n3C)n2CCCc2ccccc2)C1 (configuration not stated) | 3% | 1%[2.29 µM] | -7 | -18
59 | CN(C)CCCOC(=O)c1ccc(Br)cc1 | -6% | 10% | -1 | ?
60 | COc1nc(OC)nc(N2CCC(C(=O)Nc3cccc4ccccc34)CC2)n1 | 0% | -6% | -4 | ?

From no. 52 as far as 57, as listed above:
# | mol | ALOX12 inhib | ALOX15B inhib | IMPase cell inh | PNC assembly inh
52 | COc1cccc2c1CCC(NC(C)=O)C2=O (configuration not stated) | -1% | . | . | 34
53 | O=C(CN(C(=O)CNS(=O)(=O)c1ccccc1)C1CCCC1)NCC1CCCO1 (configuration not stated) | 3% | -5% | 1 | -21
54 | Cc1nc2c(cnn2-c2ccc(Cl)cc2)c(=O)n1-c1ccc(N2CCC(C)CC2)cc1 | 0% | 2% | 0 | -19
55 | O=[N+]([O-])c1ccc(N2CCN(S(=O)(=O)c3ccc(Cl)c(Cl)c3)CC2)cc1NCCN1CCOCC1 | 1% | . | . | 2
56 | c1csc(CNc2nc3ccccc3n2CCN2CCOCC2)c1 | 3% | 5% | 0 | 14
57 | O=[N+]([O-])c1ccc(N=NN(CCO)CCO)cc1 | -9% | . | . | -11

Remaining list, next part.
# | mol | ALOX12 inhib | ALOX15B inhib | IMPase cell inh | PNC assembly inh
61 | COc1cccc(NC(=O)c2ccc3snnc3c2)c1 | 1% | . | -3 | -8
62 | C=CCNC(=O)C1CCN(c2nc(C)cc(-c3ccccc3)n2)CC1 | -8% | -2% | -13 | -25
63 | COCCCNC(=O)c1cc(Sc2ccc(F)cc2)nc2ccccc12 | -3% | . | . | 58
64 | N#Cc1cc([N+](=O)[O-])ccc1N1CCCC1 | -9% | . | . | 34
65 | O=C(CSc1nnc(CNC(=O)c2c(F)cccc2Cl)o1)Nc1ccccc1 | -2% | -7% | 6 | -28
66 | Cc1c(-c2ccccc2)oc2c(C(=O)N3CCN(c4ccc([N+](=O)[O-])cc4)CC3)cccc2c1=O | -3% | . | 7 | 8
67 | COc1ccc(S(=O)(=O)N2Cc3ccccc3CC2C(=O)N2CCOCC2)cc1 (configuration not stated) | -1% | 7% | 2 | 33
68 | CC#CCOC(=O)C1=CCCN(C)C1 | 0% | 12% | 9 | .
69 | CC(=O)N1N=C(c2ccccc2O)OC1(C)CC(=O)Nc1ccccc1 (configuration not stated) | 4% | . | . | 21
70 | CC(=O)c1ccc2c(c1)Cc1cc(C(C)=O)ccc1-2 | -1% | . | -2 | ?
71 | N#Cc1c(SCC(N)=O)nsc1SCc1ccc(Cl)cc1 | -8% | -1% | 11 | -83*
72 | Cc1sc2nc(SC(C)C)nc(N)c2c1C | -4% | -9% | -10 | 8
73 | COC(=O)c1ccccc1N1C(=O)[C@@H]2C(c3ccc(F)cc3)=NO[C@@H]2C1=O | -2% | 3% | 8 | 28
74 | CC(OC(=O)CCc1nc2ccccc2c(=O)[nH]1)C(=O)c1ccc(C(C)(C)C)cc1 (configuration not stated) | 1% | . | . | ?
75 | Cc1sc2nc3c4ccccc4c(NCc4ccco4)nn3c(=O)c2c1C | -5% | -8% | -1 | 35
76 | CSCCC(NC(C)=O)C(=O)OCC(=O)N(c1ccccc1)c1ccccc1 (configuration not stated) | 2% | . | . | 4
77 | CCOC(=O)N1CCC(Nc2c(NCCCN3CCN(CC)CC3)c(=O)c2=O)CC1 | -2% | 3% | 2 | ?
78 | CCC/C=C(\CCC)C(NC(=O)c1ccc(-c2ccccc2)cc1)c1ccc(C(=O)OC)cc1 (configuration not stated) | 6% | 11% | . | .
79 | CC(=O)Nc1ccc(NC(=O)CSc2ccc(C)cc2)cc1 | -1% | -6% | 1 | -7
80 | O=C(Nc1ccccc1Cl)c1cnccn1 | -3% | 0% | 5 | 11
81 | CCOc1ccc(N(Cc2cc3ccc(C)cc3[nH]c2=O)C(=O)COC)cc1 | -24% | 0% | 4 | 30
82 | CCC(=O)c1ccc(OCc2ccc(C(=O)OC)cc2)cc1 | -4% | . | . | ?
83 | O=c1oc2ccc(Cl)cc2cc1-c1nnc(Nc2cccc(C(F)(F)F)c2)s1 | 1% | . | . | 66

Screens from PubChem BioAssay.

These rows are one share of the data (hit frequency here may not be typical).
